EBV gp42 inh: blocks Epstein-Barr virus glycoprotein 42 binding. Fluorescence polarization binding assay, mP read-out. inhibition, % (tested at 21.74 µM). 220,000 tested, 0.42% active. AID 1085; in the data active = inhibition above about 50%
Target sequence (Q1HVG2 whole entry, looked up): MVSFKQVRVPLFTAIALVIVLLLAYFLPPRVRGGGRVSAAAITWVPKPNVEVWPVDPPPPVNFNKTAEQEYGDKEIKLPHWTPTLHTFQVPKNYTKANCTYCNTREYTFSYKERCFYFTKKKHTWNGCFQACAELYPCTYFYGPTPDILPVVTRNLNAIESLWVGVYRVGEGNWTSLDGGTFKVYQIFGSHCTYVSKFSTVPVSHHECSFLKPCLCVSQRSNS
Runt-CBFb FRET: blocks binding of human RUNX1 Runt domain to CBFb; Q01196+Q13951; Cerulean-Runt/Venus-CBFb FRET ratio 530/480, 1 h; inhibition, % at 20 µM; 220,000 tested, 0.46% active; AID 1496;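 active = inhibition over about 50% at 20 µM in the single-dose screen, limit read from the data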;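 note: 0% = DMSO wells and 100% = excess unlabeled CBFb competitor control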
Target sequence (Q01196 whole entry, looked up, the tested form may be a part): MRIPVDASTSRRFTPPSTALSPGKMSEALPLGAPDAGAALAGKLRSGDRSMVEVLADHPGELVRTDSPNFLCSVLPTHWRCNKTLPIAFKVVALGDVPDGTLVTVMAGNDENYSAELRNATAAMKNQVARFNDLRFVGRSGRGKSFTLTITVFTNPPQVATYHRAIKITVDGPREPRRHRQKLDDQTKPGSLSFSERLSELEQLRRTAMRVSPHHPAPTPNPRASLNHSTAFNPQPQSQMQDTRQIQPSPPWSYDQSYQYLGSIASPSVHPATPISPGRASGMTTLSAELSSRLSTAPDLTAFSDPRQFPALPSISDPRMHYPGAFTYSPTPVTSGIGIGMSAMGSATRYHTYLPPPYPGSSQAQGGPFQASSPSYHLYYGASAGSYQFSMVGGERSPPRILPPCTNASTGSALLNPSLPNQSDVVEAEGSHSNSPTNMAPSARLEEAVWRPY
Target sequence (Q13951 whole entry, looked up, the tested form may be a part): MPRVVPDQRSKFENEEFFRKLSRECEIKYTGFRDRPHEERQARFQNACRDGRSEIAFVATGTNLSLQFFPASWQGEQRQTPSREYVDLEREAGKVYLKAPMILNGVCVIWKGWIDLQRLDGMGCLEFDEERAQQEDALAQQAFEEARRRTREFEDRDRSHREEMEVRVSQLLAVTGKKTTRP
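Assay system: Cerulean-Runt domain fusion protein, energy donor; Signal: fluorescence energy transfer, 422 nm excitation, 530/480 nm emission; Timing: 1 h compound exposure, room temperature; Control set: unlabeled CBFb; Medium: Tris buffer pH 7.5 with salts and BSA; Compound: single test concentration of 20 µM, 1% DMSO final; Probe or stimulus: Venus-CBFb 100 nM.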
Calpain2 inh: calpain II (pig) inhibition; inhibition, % at 16 µM; purified calpain II, fluorogenic peptide substrate, 30 min; 220,000 tested, 0.37% active;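 active = inhibition above about 50%, limit read from the data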
RBBP9 inhibitor: human RBBP9 hydrolase inhibition | inhibition, % at 7.94 µM | recombinant RBBP9, FP-Rh probe fluorescence polarization | O75884 | AID 1515 | 220,000 tested, 0.2% active;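 active = inhibition above the campaign mean of all tested compounds plus 3 SD, cut at about 14% in these data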;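 note: plate controls were DMSO wells with RBBP9 for no effect and wells lacking RBBP9 protein for full effect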
Target sequence (O75884 whole entry, looked up): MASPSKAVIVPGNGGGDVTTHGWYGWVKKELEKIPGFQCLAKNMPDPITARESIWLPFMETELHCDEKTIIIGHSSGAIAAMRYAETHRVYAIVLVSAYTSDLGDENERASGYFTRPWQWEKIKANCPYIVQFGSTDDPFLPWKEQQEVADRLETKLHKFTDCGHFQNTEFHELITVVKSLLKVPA
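system = RBBP9 protein | input = RBBP9 at 2.5 µM in dispensed solution, before mixing | measured by = fluorescence polarization (mP), excitation 525 nm, emission 598 nm | incubation = enzyme-compound preincubation 30 min, then probe labeling 45 min, 25 °C | buffer or medium = Tris-NaCl-Pluronic buffer, pH 8.0 | compound = single dose 7.94 µM | also added = FP-Rh probe, 375 nM dispensing solution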
Furin inhibitor: blocks human furin protease activity; P09958; purified furin, fluorogenic substrate cleavage; inhibition, % at 30 µM; 220,000 tested, 0.061% active; AID 463115; in the data active = inhibition above about 25%; note: inactives centre near -15
TbHK1 inh: blocks Trypanosoma brucei hexokinase 1 activity. recombinant TbHK1, G6PDH-coupled NADH A340. inhibition, % at 10 µM. 220,000 tested, 0.11% active. AID 1430;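 active = inhibition of 50% or more in the single-dose primary screen; inactive = inhibition below 50%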
NCF1 inh: inhibitors of human p47phox binding | P14598 | p47phox/p22phox peptide binding, fluorescence polarization, 2 h | inhibition, % at 24.7 µM | 220,000 tested, 0.53% active | AID 1274;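 active = inhibition above about 30%, limit read from the data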;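 note: 0% = p47phox with labelled peptide and 100% = labelled peptide alone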
p97 inhibitor: human p97 ATPase inhibition; P55072; recombinant p97 ATPase, Kinase-Glo ATP luminescence, 3 h; inhibition, % at 8 µM; 220,000 tested, 0.42% active; AID 1481; in the data active = inhibition above about 15%;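 note: 0% = DMSO vehicle and 100% = wells lacking enzyme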
Runt-SMMHC FRET: inhibitors of human RUNX1 Runt domain binding to CBFb-SMMHC | Q01196+Q13951 | Cerulean-Runt/Venus-CBFb-SMMHC FRET ratio 530/480, 1 h | inhibition, % at 20 µM | 220,000 tested, 0.74% active | AID 1434;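 active = mean inhibition across duplicate retests at 20 µM reaching about 50%, limit read from the data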;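 note: 0% = DMSO wells and 100% = wells with excess untagged CBFb-SMMHC; inhibitors lower the FRET ratio by blocking Runt binding to CBFb-SMMHC; some results filed as inactive read as strong as hits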
An asterisk follows results filed as active; . = no result given; [ ] = another dose, or the depositor's remark. Random draw from the library (roughly 2.7% active in at least one column).

EBV gp42 inh | Runt-CBFb FRET | Calpain2 inh | RBBP9 inhibitor | Furin inhibitor | TbHK1 inh | NCF1 inh | p97 inhibitor | Runt-SMMHC FRET | canonical_smiles
-17.2 | 0.1 | -9.3 | 10.6 | -17.0[20 µM] | -4.3 | -3.0 | 1.2 | -8.7 | O=C(O)CCCCCCNS(=O)(=O)c1ccccc1
-5.7 | 0.3 | 27.5 | -5.7 | -7.1 | 3.1 | 3.4 | 0.1 | 0.7 | COc1ccc(C=O)cc1OC(=O)C1(C)Cc2ccccc2C(=O)O1 (centres undefined)
-2.9 | 0.4 | 12.9 | 8.6 | 10.0 | -22.6 | -6.3 | 4.4 | -5.6 | N#C/C(=N\Nc1ccc(Br)cc1)C(=N)N1CCOCC1
-1.8 | 0.6 | -9.5 | -4.1 | -18.5 | 4.5 | -7.7 | 3.8 | -3.1 | Cc1cc(C)c(NC(=O)COC(=O)/C=C/c2cccc(C(F)(F)F)c2)c(C)c1
3.4 | 1.4 | -13.8 | -8.6 | -2.8 | -12.2 | -3.9 | -5.2 | -2.5 | COc1ccc(CC(=O)Nc2ccc(N3CCOCC3)cc2)cc1OC
-17.8 | -0.8 | 3.1 | -8.6 | -10.4 | 6.2 | -3.1 | -0.7 | -2.5 | CCOC(=O)C1CCN(S(=O)(=O)Cc2ccccc2)CC1
-6.5 | -1.3 | -17.8 | -3.0 | -18.5 | -2.8 | -7.5 | 0.2 | 2.5 | CCOC(=O)c1ccc(NC(=O)NCc2c(C)nn(CC)c2C)cc1
-18.9 | 1.5 | 15.1 | -2.1 | -22.3 | 4.2 | -1.3 | 2.9 | 1.6 | CCc1nnc(NC(=O)CSc2ncc(-c3ccccc3)n2C)s1
-11.8 | -1.5 | 14.9 | 3.0 | -17.5[20 µM] | -3.8 | -8.1 | 2.4 | -1.2 | CCN1CCN(c2ccc(NC(=O)c3ccc4c(c3)OCO4)cc2)CC1
-5.7 | -2.0 | 69.3* | 3.8 | -3.7 | 1.5 | 0.9 | -3.5 | -10.4 | N#CC(c1ccncc1)(c1ncc(C(F)(F)F)cc1Cl)N1CCOCC1 (centres undefined)
-9.1 | -1.3 | -137.2 | -9.3 | -7.3 | 5.9 | -19.4 | 5.8 | -7.9 | C/C(CCc1ccco1)=N/NC(=O)CCC(=O)Nc1ccc(Br)cc1
-11.0 | 0.0 | -12.8 | 6.9 | -24.6 | -6.8 | -1.3 | 3.9 | -0.1 | COc1ccc(CC(=O)Nc2ccc3nc(SC)sc3c2)cc1OC
-1.7 | -1.3 | 6.1 | 3.0 | -17.6 | 0.5 | . | -1.0 | 3.6 | Cc1ccc(NC(=O)CSc2nnc(-c3ccncc3)o2)cc1C
5.0 | 1.6 | -5.9 | -1.9 | -20.4[20 µM] | 2.5 | 6.0 | 3.3 | -2.3 | COc1ccccc1-c1cc(C(=O)NCCCn2ccnc2)no1
-7.1 | 0.7 | 31.5 | 2.3 | -18.5 | 2.8 | -8.4 | -1.0 | 0.5 | CCCN1C2CCCC1CC(NC(=O)c1ccc(F)cc1)C2 (centres undefined)
1.4 | -6.7 | 26.2 | -4.1 | -15.8 | -4.5 | -0.2 | 0.7 | -5.2 | CCOC(=O)C1=C(CC)OC(N)=C(C#N)C1c1ccsc1 (centres undefined)
-20.7 | -15.0 | 58.0* | -5.5 | -2.8 | -10.2 | 4.6 | -5.4 | -49.0 | O=C(CCN1C(=O)/C(=C/c2ccc3c(c2)OCO3)SC1=S)Nc1ccccc1
2.9 | 0.2 | -36.9 | 4.4 | -29.5 | -0.8 | 4.8 | 5.8 | -0.1 | COc1ccc(Cl)cc1NC(=O)Cn1c(NCCO)nc2ccccc21
-3.5 | 3.1 | -15.8 | . | -16.8 | -18.2 | -13.4 | . | 4.2 | COc1cc(C(CC(=O)N2CCOCC2)c2c(OC)cc(OC)c3ccc(=O)oc23)cc(OC)c1OC (centres undefined)
-8.9 | -2.3 | -57.6 | -10.2 | 7.7 | -37.8 | -8.4 | -2.7 | -1.4 | O=CN1CCN(C(=O)c2ccc(-c3nc4ccccc4s3)s2)CC1
-75.1 | 5.8 | 17.9 | -3.8 | -12.9 | -4.2 | -109.2 | 11.1 | 32.8 | Cc1c(/C=C2\SC(=Nc3cccc(C(=O)O)c3)NC2=O)c2ccccc2n1C
9.4 | -3.0 | -5.5 | 6.7 | -13.1 | -12.0 | -27.8 | 4.7 | -3.6 | Cc1cccc(N=Nc2c(N)n[nH]c2-c2ccc(Cl)cc2)c1
-45.3 | 6.5 | -2.4 | -6.4 | -13.2 | -17.8 | -64.5 | 1.9 | -3.1 | Cc1cc(NC(=O)CN2C(=O)/C(=C/c3cccc(Br)c3)SC2=S)no1
-1.7 | -1.6 | 22.2 | -6.0 | -5.2 | 4.9 | -9.5 | 2.2 | -2.2 | Cc1ccccc1-c1ccc(=O)n(CC(=O)Nc2ccc(S(=O)(=O)N(C)C)cc2)n1
1.5 | 0.8 | -27.5 | -2.6 | -19.3[20 µM] | -19.5 | -11.8 | -0.7 | -2.0 | CCCCS/C(N)=N/N=C/c1cc(C)ccc1O

Part of the list above in order of molar mass, smallest number first.
EBV gp42 inh | Runt-CBFb FRET | Calpain2 inh | RBBP9 inhibitor | Furin inhibitor | TbHK1 inh | NCF1 inh | p97 inhibitor | Runt-SMMHC FRET | canonical_smiles
-8.9 | -2.3 | -57.6 | -10.2 | 7.7 | -37.8 | -8.4 | -2.7 | -1.4 | O=CN1CCN(C(=O)c2ccc(-c3nc4ccccc4s3)s2)CC1
-9.1 | -1.3 | -137.2 | -9.3 | -7.3 | 5.9 | -19.4 | 5.8 | -7.9 | C/C(CCc1ccco1)=N/NC(=O)CCC(=O)Nc1ccc(Br)cc1
-3.5 | 3.1 | -15.8 | . | -16.8 | -18.2 | -13.4 | . | 4.2 | COc1cc(C(CC(=O)N2CCOCC2)c2c(OC)cc(OC)c3ccc(=O)oc23)cc(OC)c1OC (centres undefined)

(next part)
EBV gp42 inh | Runt-CBFb FRET | Calpain2 inh | RBBP9 inhibitor | Furin inhibitor | TbHK1 inh | NCF1 inh | p97 inhibitor | Runt-SMMHC FRET | canonical_smiles
3.6 | -2.4 | -22.1 | -0.6 | -12.9 | -8.4 | -11.7 | -3.0 | 1.3 | O=C1CCCC(=O)N1c1ccc(N2CCN(c3ccccc3)CC2)c([N+](=O)[O-])c1
-4.6 | -2.6 | 12.6 | -1.5 | -18.3 | -4.8 | 1.0 | 0.7 | -1.1 | C=CCNC(=S)N(CC)c1cccc2ccccc12
-4.6 | 2.0 | -21.7 | -8.3 | -17.6 | -25.4 | . | 0.9 | -1.2 | COc1ccc(-c2csc(C3=C(O)CN(CCCN4CCCC4=O)C3=N)n2)cc1OC
-4.5 | 0.0 | 12.0 | 3.1 | -14.6 | -5.9 | -5.8 | -1.5 | 2.8 | CCN(CC)c1ccc(-n2c(C)c(C(C)=O)c(C(C)=O)c2C)cc1
0.0 | 3.3 | 1.1 | 1.1 | -20.8 | -0.2 | -19.7 | -1.2 | -0.8 | COc1cc(C(=O)NCCOc2cccc(C)c2)c(Br)c(OC)c1OC
-14.9 | 1.2 | -61.2 | -6.3 | -10.7[20 µM] | -5.2 | -1.8 | -2.7 | -0.1 | COc1cccc(C2Nc3cc(Cl)c(S(N)(=O)=O)cc3S(=O)(=O)N2)c1 (centres undefined)
-17.1 | 1.9 | 13.6 | -5.8 | -17.9[20 µM] | -8.8 | -7.4 | -0.4 | -2.8 | COc1ccc(C(=O)NC2CCCCCC2)cc1S(=O)(=O)Nc1ccc(Br)cc1
-17.5 | -1.0 | -21.5 | -11.3 | -19.6 | 0.6 | -14.8 | -4.5 | -2.1 | O=C(NCc1ccc(N2CCCC2=O)cc1)c1cn(Cc2ccccc2)nn1
-5.9 | 0.4 | 10.0 | -3.9 | -21.8 | -0.7 | -45.6 | -2.7 | 1.0 | Cc1ccc(OCc2nc(C#N)c(N3CCN(Cc4ccccc4)CC3)o2)cc1
-6.9 | 2.2 | 4.0 | -4.6 | -9.0 | -49.2 | -11.8 | 2.8 | 3.6 | C/C(=N\NC(=O)c1nc2ccccn2c1C)c1cc2ccccc2o1
-25.4 | -0.6 | -1.7 | -3.3 | -17.7 | -4.8 | 7.6 | 5.1 | 3.1 | Cc1cc(C)c2ccc(N)nc2c1O
-9.0 | 1.3 | -24.0 | 0.9 | -31.9 | -8.1 | 0.5 | 5.8 | -1.8 | Nc1n[nH]c(-c2ccc([N+](=O)[O-])cc2[N+](=O)[O-])n1
2.3 | -0.6 | 9.6 | -6.3 | -3.0 | 4.2 | -3.0 | -0.5 | 5.0 | CCCN(CCC)CCCNC(=O)c1ccc2c(c1)N(CC)C(=O)c1ccccc1S2=O (centres undefined)
-18.0 | 1.0 | -20.3 | 0.9 | -10.3[20 µM] | -18.3 | -22.9 | -2.5 | 0.0 | CC(C)(C)c1ccc(-c2nc(C=O)c3ccccn23)cc1
9.3 | 5.7 | -26.4 | 0.4 | -19.4 | -0.1 | 4.2 | 2.1 | 0.7 | O=C1NCCN(Cc2ccoc2)C1CC(=O)N(CCO)Cc1ccccc1 (centres undefined)
85.7* | 7.9 | -95.8 | 3.9 | -12.9 | 5.3 | 10.5 | 2.0 | -2.3 | N#C/C(=C(/O)c1ccc(-c2cccc([N+](=O)[O-])c2)o1)c1nc2ccccc2s1
-14.5 | -4.1 | -22.9 | 5.8 | -11.1[20 µM] | -10.1 | -6.6 | -9.0 | 0.5 | Cc1ccc(C23CC4CC(CC(NC(=O)NC(C)(C)CO)(C4)C2)C3)cc1
-7.8 | 0.2 | 6.5 | -7.6 | -5.8 | -3.0 | 0.6 | 2.1 | 4.6 | NS(=O)(=O)c1cc2c(cc1Cl)NCNS2(=O)=O
-11.7 | 0.3 | 20.8 | -5.4 | -6.1 | -6.4 | -2.6 | -9.1 | 1.4 | COC(=O)CC1C(=O)NC(C)=C1C(=O)OC (centres undefined)
-1.5 | 0.9 | -2.7 | -11.4 | -19.4 | -5.8 | -21.2 | 0.0 | 2.4 | COc1ccc(NS(=O)(=O)c2cc(NC(=O)CCSc3ccccc3)ccc2OC)cc1
-16.6 | -0.6 | 25.3 | -9.1 | -23.7[20 µM] | -10.8 | -32.2 | 3.6 | 1.3 | Oc1ccc(-c2nccc(-c3cccs3)n2)cc1
3.1 | -0.2 | -23.9 | -7.4 | -19.9 | -2.5 | -4.9 | 1.4 | 1.0 | CS(=O)(=O)ON=C1CCN(S(=O)(=O)c2ccccc2)CC1
-1.8 | 4.1 | 8.3 | 3.8 | -10.0[20 µM] | -8.9 | -10.8 | 2.8 | 2.9 | O=S(=O)(Nc1ccc(N2CCOCC2)cc1)c1ccc(Cl)s1
-4.2 | -1.8 | -1.1 | -2.6 | -11.2[20 µM] | -15.7 | -5.5 | 0.3 | -1.5 | CCCc1nnc(NC(=O)c2cccs2)s1
-0.9 | -2.9 | -31.7 | -6.0 | -18.3 | -4.5 | -17.8 | -1.6 | -2.3 | COc1cccc(/C=C/C(=O)OCC(=O)NCCC2=CCCCC2)c1

An excerpt of these results, tab-delimited:
Compound	EBV gp42 inh	Runt-CBFb FRET	Calpain2 inh	RBBP9 inhibitor	Furin inhibitor	TbHK1 inh	NCF1 inh	p97 inhibitor	Runt-SMMHC FRET
COC(=O)CC1C(=O)NC(C)=C1C(=O)OC (centres undefined)	-11.7	0.3	20.8	-5.4	-6.1	-6.4	-2.6	-9.1	1.4
COc1ccc(NS(=O)(=O)c2cc(NC(=O)CCSc3ccccc3)ccc2OC)cc1	-1.5	0.9	-2.7	-11.4	-19.4	-5.8	-21.2	0.0	2.4

Source: PubChem
